# Assay outcomes as filed in PubChem.
# Vif-APOBEC3F blk: inhibitors of Vif-A3F interaction | HeLa A3F-eYFP + Vif (tagged APOBEC3F with the HIV-1 protein that degrades it), YFP fluorescence increase | Potency, µM (series often up to 46.1 µM), without a hit: at the highest dose activity, negative = active | 0.2% of 390,000 active; note: potency is the fitted concentration of half-maximal effect; % of control where 0% means no effect; nearly all actives have a fitted effect of over 65% in size
#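 HeLa cells stably expressing Vif plus C-terminally eYFP-tagged A3F were seeded, incubated overnight at 37 deg C, dosed with compound, incubated overnight again at 37 deg C. Yellow fluorescence (Ex 488/Em 500-530) reported blocked Vif-mediated A3F-eYFP degradation.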
# mIDH1 inhibitor: inhibitors of human mutant IDH1 R132H | Potency, µM (highest dose often 76.6 µM), for the others: top-dose activity change, negative = inhibition, actives largely listed as inhibitors | IDH1-R132H enzyme, NADPH consumption, diaphorase/resazurin fluorescence | 0.093% of 390,000 active | O75874; note: potency is the fitted concentration of half-maximal effect; % is set by controls: 0 for no effect and ±100 for the full control effect; nearly all actives have a fitted effect of over 65% in size
# Target sequence (O75874 whole entry R132H, stated change not applied): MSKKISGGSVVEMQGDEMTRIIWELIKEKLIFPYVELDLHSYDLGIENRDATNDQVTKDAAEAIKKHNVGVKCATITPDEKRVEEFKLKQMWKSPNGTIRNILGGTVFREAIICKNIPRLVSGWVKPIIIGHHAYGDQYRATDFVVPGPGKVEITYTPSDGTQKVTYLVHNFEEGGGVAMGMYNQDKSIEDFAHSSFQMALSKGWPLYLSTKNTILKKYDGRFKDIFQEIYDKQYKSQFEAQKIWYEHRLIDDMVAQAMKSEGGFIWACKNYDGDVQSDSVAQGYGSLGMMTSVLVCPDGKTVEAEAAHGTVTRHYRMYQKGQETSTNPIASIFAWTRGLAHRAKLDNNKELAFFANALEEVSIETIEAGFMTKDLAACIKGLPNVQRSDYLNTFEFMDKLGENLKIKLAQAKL
#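 IDH1-R132H (0.5 ug/mL) preincubated 30 min with compound, then NADPH (0.016 mM) and alpha-KG (2 mM) added; 80 min at RT, pH 7.5. Remaining NADPH coupled via diaphorase/resazurin to fluorescence (540/590 nm); concentration-response curves normalized to no-enzyme control.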
# LDHA block: inhibitors of human lactate dehydrogenase A; activity change, % (values are at about 110 or 230 µM); 0.15% of 480,000 active; purified LDHA, NADH/diaphorase-resazurin fluorescence; active compounds read low; AID 1347041; in the data active = activity change below about -30%; inconclusive = mostly about -25% to -30%;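 note: plate controls were DMSO wells for no effect and wells without enzyme for full effect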
#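 Human LDH5 (2 nM) was incubated with 0.06 mM NADH and 0.2 mM pyruvate for 5 min at room temperature in Tris pH 7.4. Remaining NADH was coupled through diaphorase/resazurin, and resorufin fluorescence was read at 0 and 20 min.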
# RGS4 inhibitor: blocks human RGS4-accelerated GTP hydrolysis; P49798; Transcreener GDP fluorescence polarization, RGS4-accelerated GTP hydrolysis; Potency, µM (titrated, usually from 114 µM), without a hit: at the highest dose activity change, negative = inhibition, usual class: inhibitors; 0.039% of 390,000 active; note: potency is the fitted concentration of half-maximal effect; % is set by controls: 0 for no effect and ±100 for the full control effect; nearly all actives have a fitted effect of over 75% in size; some results filed as inactive show a strong effect at the top dose
#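 MLSMR compounds (23 nl, pin-transferred) preincubated 10 min at room temperature with a 500nM (2x) first reagent, then RGS4 at 900nM (2x) plus Transcreener GDP mix added; fluorescence polarization (620/688 nm) read before and after 90 min at 30 °C.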
# Glioma ERSR ind: inducers of ER stress response in human glioma cells. U87-MG GRP78 promoter luciferase reporter, 16 h. Potency, µM, for the others: at the top dose activation, usual class: activators. 0.02% of 420,000 active; note: potency is the fitted concentration of half-maximal effect; series mostly up to about 76 µM; % of control where 0% means no effect; nearly all actives have a fitted effect of over 35% in size
#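 ERSR induction read as luciferase luminescence (Bright-Glo, 10 min at room temperature) in stably transfected human U87-MG glioma cells exposed to compounds for 16 h, using GRP78 as sensor.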
# TrxR1 substrate: rat thioredoxin reductase 1 substrate activity; purified TrxR1 substrate turnover, NADPH consumption readout; Potency, µM (highest dose often 114 µM), for inactives: at the highest dose activity change, negative = substrate turnover; 0.01% of 390,000 active; AID 588456; note: potency is the fitted concentration of half-maximal effect; % is set by controls: 0 for no effect and ±100 for the full control effect; nearly all actives have a fitted effect of over 50% in size
# Target sequence (O89049 whole entry, looked up): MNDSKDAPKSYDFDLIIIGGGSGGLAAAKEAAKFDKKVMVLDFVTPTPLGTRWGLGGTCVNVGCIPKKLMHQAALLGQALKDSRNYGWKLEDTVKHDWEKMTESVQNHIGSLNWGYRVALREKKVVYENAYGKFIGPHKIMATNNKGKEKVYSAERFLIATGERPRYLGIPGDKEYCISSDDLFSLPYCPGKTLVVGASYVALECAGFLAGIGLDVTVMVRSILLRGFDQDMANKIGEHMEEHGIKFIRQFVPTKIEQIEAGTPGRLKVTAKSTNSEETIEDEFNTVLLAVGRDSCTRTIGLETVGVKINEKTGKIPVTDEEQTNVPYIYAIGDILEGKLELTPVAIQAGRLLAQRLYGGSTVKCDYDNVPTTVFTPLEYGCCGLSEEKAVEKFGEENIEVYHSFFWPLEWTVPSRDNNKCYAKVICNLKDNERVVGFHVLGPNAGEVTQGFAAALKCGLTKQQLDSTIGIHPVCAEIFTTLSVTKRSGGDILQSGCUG
#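 Rat TrxR1, dispensed at 90 nM, was prereduced with 400 uM NADPH (final) for 5 min at ~22 deg C, then incubated with compound 15 min before 400 uM selenite. A first-read NADPH fluorescence drop versus no-compound background flagged substrates.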
# TrxR1 inh: inhibitors of rat thioredoxin reductase 1; O89049; recombinant rTrxR1, NADPH fluorescence consumption, selenite substrate; Potency, µM (highest dose often 114 µM), for inactives: top-dose activity change, negative = inhibition, hits mostly inhibitors; 1% of 390,000 active; AID 588453; note: potency is the fitted concentration of half-maximal effect; % is set by controls: 0 for no effect and ±100 for the full control effect; nearly all actives have a fitted effect of over 65% in size
#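 Rat TrxR1 (90 nM in the dispensed reagent) was pre-reduced with 400 uM NADPH for 5 min at room temperature, then incubated with compound for 15 min. After 400 uM selenite was added, NADPH fluorescence (Ex 340/Em 450 nm) was followed for 8 min.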
# Vif-A3G inh: blocks the Vif interaction with human APOBEC3G; Q9HC16; HeLa A3G-eYFP + Vif (tagged APOBEC3G with the HIV-1 protein that degrades it), YFP fluorescence, overnight; Potency, µM (series often up to 46.1 µM), inactives show top-dose activity, negative = active, actives largely listed as inhibitors; 0.076% of 410,000 active;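 note: potency is the fitted concentration of half-maximal effect; % is set by controls: 0 for no effect and ±100 for the full control effect; nearly all actives have a fitted effect of over 60% in size; hits raise eYFP signal because A3G escapes Vif-driven loss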
#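 HeLa cells stably expressing Vif and C-terminally eYFP-tagged A3G, seeded overnight at 37 deg C, then exposed to compound by pintool overnight at 37 deg C. Rise in yellow fluorescence (Ex 488/Em 500-530, Acumen) marks blocked Vif-driven A3G degradation.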
# USP1-UAF1 inh: inhibitors of human USP1/UAF1 deubiquitinase. recombinant USP1/UAF1, Ub-Rhodamine cleavage fluorescence. O94782. 0.23% of 390,000 active. Potency, µM (highest dose often 57.1 µM), for inactives: at the top dose activity change, negative = inhibition, actives largely listed as inhibitors. AID 743255; note: potency is the fitted concentration of half-maximal effect; % is set by controls: 0 for no effect and ±100 for the full control effect; nearly all actives have a fitted effect of over 60% in size; inactives centre near -12
#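 USP1/UAF1 complex (1 nM) preincubated 15 min at room temperature with compound, then Ub-Rho substrate (150 nM final) added. Kinetic fluorescence at 480/540 nm over 6 reads at 60 s intervals; 50 mM HEPES pH 7.8, 0.5 mM EDTA, 0.1 mg/ml BSA, 1 mM TCEP, 0.01% Tween-20.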
# The depositor's hits bear a star; ? = inconclusive; . = not tested or not shown; & = joins results of further samples; [ ] = another dose, or the depositor's remark. Unless noted, calls come from the whole dose curve; as a rule, active = well fitted curve in the direction sought with a large enough effect; inconclusive = small, poorly fitted or top-dose-only effect, or another doubt; inactive = no such curve, though single readings can be large; an effect the other way counts as inactive or inconclusive. This is a subset. The share of hits here may be higher or lower than overall.
SMILES,Vif-APOBEC3F blk,mIDH1 inhibitor,LDHA block,RGS4 inhibitor,Glioma ERSR ind,TrxR1 substrate,TrxR1 inh,Vif-A3G inh,USP1-UAF1 inh
CCOC(=O)c1c(NC(=O)CSc2ncn[nH]2)sc(C(=O)NC)c1C,1%,-19%,-7,-43%,1%,-6%,-1%,0%,-22%
CCCCNS(=O)(=O)c1ccc2c(c1)oc(=O)n2CC(=O)OCC,-8%,-2%,-10,2%,-6%,1%,4%,-1%,?
CC(C)(C)N1C(=O)[C@H]2[C@@H](c3ccc(Br)cc3)N3C(=O)N(c4ccc(Br)cc4)C(=O)[C@@]3(Cc3ccccc3)[C@H]2C1=O,-1%,0%,-4,-6%,-2%,-6%,12%,-1%,-15%
Cn1c(COc2ccc(Cl)cc2)nnc1SCC(=O)Nc1ccc2c(c1)CCC2,1%,4%,0,-1%,-4%,-2%,2%,-7%,-21%
CC1CCN(C(=O)COc2ccc(S(=O)(=O)N3CCOCC3)cc2)CC1,-2%,1%,-4,-20%,-4%,-1%,7%,2%,-7%
Cc1ccc([N+](=O)[O-])cc1Nc1nc(N2CCCC2)nc(N2CCCC2)n1,?,1%,-2,?,-4%,5%[57.1 µM],16%[57.1 µM],2%,-22%
O=C(Cn1nnc(-c2ccc(Cl)cc2)n1)NCC1CCCCC1,0%,-1%,-7,-15%,1%,8%,14%,-3%,0%
O=C(NCCCCl)C1CC(=O)N(CCc2ccc(F)cc2)C1 (stereo not given),-3%,0%,-3,-14%,3%,-1%,7%,1%,-8%
CCOC(=O)C1(Cc2cccc(F)c2)CCN(C(=O)C2CCOCC2)CC1,-3%,3%,-4,-2%,-2%,12%[57.1 µM],16%[57.1 µM],-3%,-6%
O=C(/C=C/c1ccccc1)Nc1ccc2c(c1)C(=O)NC2=O,-1%,13%,-1,-19%,1%,74%[activator],34%,-10%,-7%
c1ccc(CNC2CC3CCC2C3)cc1 (stereo not given),-14%,-2%,-12,-1%,-1%,10%[57.1 µM],-3%[2.29 µM],1%,-16%
COc1ccc2nc(SCc3ccccc3C)nc(C)c2c1,-8%,-5%,-7,28%,4%,29%,45%[activator],-104%,-13%
CC1=C(C)/C(=N/OC(=O)c2cccc([N+](=O)[O-])c2)C=CC1=O,-5%,9%,15,-7%,-3%,-6%,8.9µM*,-2%,-16%
COc1ccc(-c2nn(C)c(=O)c3ccccc23)cc1NC(=O)Cn1nc(-c2ccccc2)c2ccccc2c1=O,0%,3%,-11,-8%,2%,7%,11%,-8%,?
O=C(NC1CCCC1)C(c1ccncc1)N(C(=O)c1csnn1)c1ccc(Cl)cc1 (stereo not given),-21%,-2%,-5,-8%,2%,4%[57.1 µM],20%[57.1 µM],3%,-9%
CCOC(=O)C1=C(COC(=O)COc2ccccc2C=O)NC(=O)NC1C (stereo not given),-27%,3%,-4,1%,-1%,12%[57.1 µM],6%[57.1 µM],0%,-12%
CC(=O)Nc1ccc(/C=C/c2nc3ccccc3o2)cc1,-3%,-3%,-3,-25%,-6%,29%,55%[activator],5%,-12%
COC(=O)[C@H](CC(C)C)NS(=O)(=O)N[C@@H](CC(C)C)C(=O)OC,0%,7%,-1,-28%,-6%&-4%,-1%&1%,1%&8%,1%&-2%,-12%
CC1(C)CCN(Cc2ccccc2)C1CC#N (stereo not given),.,2%,-8,26%,-3%,0%,-2%,0%,2%
O=C(Nc1ccc(N=Nc2ccccc2)cc1)c1ccccc1Cl,-3%,-1%,0,-5%,5%,-7%[57.1 µM],9%[57.1 µM],0%,-14%
COc1ccc(N(CC(=O)NC2CCCC2)C(=O)c2ccc(C)s2)cc1OC,3%,-10%,-7,-37%,-3%,10%[0.0914 µM],14%[57.1 µM],0%,-16%
Cc1ccccc1OCCC(=O)OCC(=O)NC1CCCC1,-26%,7%,-14,11%,-1%,-1%[57.1 µM],12%,-1%,-26%
O=[N+]([O-])c1ccc(Cl)c(/C=N/NC(=S)Nc2ccccc2)c1,-14%,5%,-8,-6%,-3%,7%,25%,2%,?
O=C(NCc1ccccc1)c1ccc2c(=O)[nH]c3c(C(=O)NCC4CCCO4)sc(=S)n3c2c1 (stereo not given),9%,-7%,2,?,6%,-15%[57.1 µM],23%[57.1 µM],-1%,-17%
CCc1cccc(N2C(=O)CSC23C(=O)Nc2ccccc23)c1 (stereo not given),-5%,-11%,0,9%,-4%,1%,12%,-7%,-34%
CCCCCCCCCC(=O)N1c2ccccc2NC(=O)C1CC(=O)Nc1ccc(C(=O)O)cc1 (stereo not given),4%,1%,-4,15%,3%,2%,12%,2%,-21%
CCOc1ccc(Oc2nc(C)cc(OC)n2)nn1,7%,0%,2,?,-3%,8%,19%,-3%,-22%
CCCCn1c(SCC(=O)c2ccc3c(c2)OCCO3)nnc1-c1ccco1,?,4%,-2,?,-4%,-4%,7.1µM*,1%,0%
COc1ccc(-c2noc(C3CCCN(C(=O)c4ccc(C)cc4)C3)n2)cc1 (stereo not given),4%,9%,-4,-16%,6%,-4%,1%,2%,-19%
CC(=O)c1c(C)oc2ccc(N(C(C)=O)S(=O)(=O)c3cccc4cccnc34)cc12,?,6%,-2,-19%,-3%,10%,2%,-20%,-7%
COc1ccc(OC)c(NC(=O)Cc2ccc(NC3=NC4CS(=O)(=O)CC4S3)cc2)c1 (stereo not given),-10%,-3%,2,11%,-2%,10%[57.1 µM],24%[57.1 µM],1%,-3%
O=C(CC(NS(=O)(=O)c1ccc(Cl)cc1)c1ccco1)N1CCc2ccccc21 (stereo not given),-8%,4%,-8,5%,-3%,2%[57.1 µM],17%[57.1 µM],1%,-14%
Cc1ccccc1-c1nnc(SCC(=O)NC2CCS(=O)(=O)C2)n1C (stereo not given),-5%,-10%,-8,-11%,-1%,0%,12%,-7%,-8%
CN(CC(=O)Nc1cccc(F)c1)C(=O)CN1C(=O)NC2(CCCCC2)C1=O,-2%,5%,-6,-11%,0%,-1%,-24%[57.1 µM],0%,-18%
Cn1c(/C=N/c2nc3ccccc3[nH]2)nc2ccccc21,-5%,8%,-1,2%,5%,7%,14%,-3%,-15%
Cc1c(Cl)c([N+](=O)[O-])nn1CC(=O)NCc1ccc(Cl)cc1,3%,0%,-1,-8%,0%,4%,?,1%,-20%
O=C(Nc1ccnn1C1CCN(Cc2ccc(CO)o2)CC1)c1ccc2c(c1)OCO2,-16%,3%,3,-29%,-5%,-5%,-18%,0%,-7%
Cc1c(O)ccc(C(=O)CN2CCN(Cc3ccccc3)CC2)c1O,-4%,4%,2,-51%,-4%,5%,12%,2%,-18%
Cc1cc(-c2csc3ncnc(N4CCN(C)CC4)c23)cc(C)c1C,-14%,-5%,-7,3%,-6%,-3%,28%[0.457 µM],1%,9%
CCN(CC(=O)NCc1ccc(F)cc1)C(=O)/C=C/c1ccc(S(=O)(=O)N(CC)CC)cc1,11%,-3%,-8,3%,-4%,-10%,-6%,?,?
CC1=C(C(=O)OC(C)(C)C)C(c2cccc3ccccc23)NC(=O)N1 (stereo not given),8%,-10%,-2,19%,-3%,-6%,-3%,-14%,-8%
N#Cc1c(SCC(=O)Nc2cccc(F)c2)sc2c(O)cc(=O)[nH]c12,0%,0%,7,-10%,-4%,-16%,13%[57.1 µM],0%,-19%
COc1cc(C(=O)N(Cc2ccc(F)cc2)C2CCS(=O)(=O)C2)cc(OC)c1OC (stereo not given),-6%,-1%,-14,25%,-1%,1%,8%,1%,-2%
CCOc1cc2c(cc1/C=C(/C#N)c1ccc(C(=O)O)cc1)OCO2,3%,9%,-3,-1%,-2%,3%,8%,-2%,-21%
Cc1nc2ccc(S(=O)(=O)NCC(=O)N3CCc4ccccc43)cc2s1,-9%,8%,-10,-5%,-2%,-4%,-9%,-4%,-19%
CCC(C(=O)NC1CCC(C)CC1)n1nc(C)c2sc3ccccc3c2c1=O (stereo not given),2%,2%,-3,2%,0%,36%[activator],15%,0%,-6%
O=C(Nc1cccnc1)c1ccc(F)c(S(=O)(=O)N2CCOCC2)c1,10%,-7%,-9,-21%,-5%,1%[57.1 µM],5%[57.1 µM],0%,-18%
O=C(COC(=O)c1cccc(NS(=O)(=O)c2ccc(F)c(F)c2)c1)NC(=O)NC1CCCC1,1%,-2%,-3,-5%,-3%,-14%,-6%,-13%,-10%

# Three of the entries above in order of their number in TrxR1 substrate, high to low:
Molecule | LDHA block | RGS4 inhibitor | Glioma ERSR ind | TrxR1 substrate | TrxR1 inh | USP1-UAF1 inh
Cn1c(/C=N/c2nc3ccccc3[nH]2)nc2ccccc21 | -1 | 2% | 5% | 7% | 14% | -15%
COc1ccc(-c2noc(C3CCCN(C(=O)c4ccc(C)cc4)C3)n2)cc1 (stereo not given) | -4 | -16% | 6% | -4% | 1% | -19%
CC1=C(C)/C(=N/OC(=O)c2cccc([N+](=O)[O-])c2)C=CC1=O | 15 | -7% | -3% | -6% | 8.9µM* | -16%
